S2 tox = Viability Counterscreen for Primary qHTS for Inhibitors of ATXN expression; S2 cells (HEK-293 line with an ATXN2-luciferase reporter) viability, CellTiter-Fluor protease fluorescence, 24 h; Potency, µM (highest dose often 56.7 µM), most hits filed as cytotoxic; 400,000 compounds, 0.49% hits; AID 651635, 2014; also: potency is read from the fitted curve at half-maximal effect; nearly all actives have a fitted effect of over 40% in size
KB-3-1 tox = qHTS assay for MDR1-selective chemotherapeutics: Primary screen using the parental adenocarcinoma cell KB-3-1; KB-3-1 viability, CellTiter-Glo ATP luminescence, 72 h; Potency, µM (series often up to 46.1 µM), for inactives: top-dose activity change, negative = cytotoxic, hits mostly cytotoxic; 400,000 compounds, 1.4% hits; AID 1347075, 2019; also: potency is read from the fitted curve at half-maximal effect; % is scaled to controls: 0 for no effect and ±100 for the full control effect; nearly all actives have a fitted effect of over 60% in size
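Here the drug-naive KB-3-1 line serves as comparator for MDR sub-line selectivity; cells received compound titrations, 72 h at 37 °C, then CellTiter-Glo readout.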
SW480 rerep = A quantitative high throughput screen for small molecules that induce DNA re-replication in SW480 colon adenocarcinoma cells; SW480 DNA re-replication, Hoechst DNA content imaging, 48 h; Potency, µM (series often up to 46.1 µM), inactives show at the highest dose re-replication activation, most hits filed as activators; 340,000 compounds, 1.8% hits; also: potency is read from the fitted curve at half-maximal effect; % of control where 0% means no effect; nearly all actives have a fitted effect of over 55% in size
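Image-based DNA-content assay: after two days of treatment, nuclei were labelled with the DNA dye Hoechst and imaged, and hits were compounds raising the count of nuclei showing high fluorescence intensity.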
IL1B secr inh = qHTS for Inhibitors of Inflammasome Signaling: IL-1-beta AlphaLISA Primary Screen; activity change, % at 57.5 µM; 360,000 compounds, 4.7% hits; AID 743279, 2014; THP-1 LPS/ATP IL-1B secretion, AlphaLISA, 16 h; stronger effect = lower value; in the data active = activity change below about -50%; inconclusive = mostly about -30% to -49%; also: % is scaled to controls: 0 for no effect and ±100 for the full control effect
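Secreted IL-1B measured by AlphaLISA bead assay after 16 h compound exposure of THP-1 cells; compounds (final up to 57.5 uM) added 1 h before LPS (250 ng/mL) and ATP (1.25 mM) stimulation; lower signal means less secretion.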
HT1080NT lethal = qHTS for induction of synthetic lethality in tumor cells producing 2HG: qHTS for the HT-1080-NT fibrosarcoma cell line; Potency, µM (series often up to 46.1 µM), for the others: top-dose activity, negative = less viability, usual class: cytotoxic; AID 686970, 2013; 360,000 compounds, 1.6% hits; HT-1080-NT fibrosarcoma viability, CellTiter-Glo ATP luminescence, 48 h;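 also: NT is the 2HG producing partner of a matched IDH1 knockdown line; potency is read from the fitted curve at half-maximal effect; 0% = DMSO-treated cells and -100% = media-only wells without cells; nearly all actives have a fitted effect of over 55% in size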
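Viability of the 2HG-overproducing fibrosarcoma line after 48 hours of compound exposure at 37 degrees C was determined by luminescence with CellTiter-Glo, and concentration-effect curves were then fitted and categorized.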
HepG2 tox = qHTS for Inhibitors of TGF-b: Cytotox Counterscreen. Potency, µM (highest dose often 46.1 µM), without a hit: at the top dose activity change, negative = cytotoxicity, hits mostly cytotoxic. HepG2 CAGA-GFP viability, ATP luminescence, 18 h. 410,000 compounds, 0.76% hits; also: potency is read from the fitted curve at half-maximal effect; some results filed as inactive show a strong effect at the top dose
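HepG2 CAGA-GFP cells (1000/well, DMEM with 1% FBS) received compound, then TGF-beta at 500 pg/mL final, and were incubated 18 hours at 37 degrees C. Viability was read by CellTiter-Glo luminescence. Media-only wells were set as complete cell-killing and DMSO as no toxicity.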
HT1080 IDH1KD tx = qHTS for induction of synthetic lethality in tumor cells producing 2HG: qHTS for the HT-1080-IDH1KD cell line. HT-1080 IDH1 knockdown viability, ATP luminescence, 48 h. Potency, µM (doses to about 46.1 µM), for inactives: top-dose activity, negative = toxicity, usual class: cytotoxic. 360,000 compounds, 2% hits. AID 686971, 2013;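 also: potency is read from the fitted curve at half-maximal effect; 0% = DMSO wells and -100% = cell-free medium wells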
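After a 2 h attachment period, IDH1KD HT-1080 cells took pin-transferred compound for 48 h at 37 °C; ATP-based luminescence after 10 min room-temperature reagent incubation reported viability.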
MCF10A rereplic = A quantitative high throughput screen for small molecules that induce DNA re-replication in MCF 10a normal breast cells. Potency, µM (top dose mostly 46.1 µM), for the others: at the highest dose activity, positive = re-replication, hits mostly activators. AID 624296, 2012. MCF 10A DNA re-replication, Hoechst nuclear intensity, 48 h. 350,000 compounds, 2.9% hits; also: potency is read from the fitted curve at half-maximal effect; % of control where 0% means no effect; nearly all actives have a fitted effect of over 50% in size
ATXN2 expr inh = Primary qHTS for Inhibitors of ATXN expression; Potency, µM (highest dose often 57 µM), without a hit: at the highest dose activity change, negative = inhibition, most hits filed as inhibitors; 360,000 compounds, 0.72% hits; AID 1745845, 2022; HEK-293 ATXN2-luciferase reporter, luminescence, 24 h; also: potency is read from the fitted curve at half-maximal effect; % is scaled to controls: 0 for no effect and ±100 for the full control effect; nearly all actives have a fitted effect of over 55% in size
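qHTS (up to 57 uM final) was run with 24 h compound exposure of reporter cells at 37 °C. Each well was multiplexed: SteadyGlo luminescence measured ATXN2-luciferase expression after a fluorogenic Gly-Phe-AFC viability readout (25 uM final).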
* = called active by the depositor; i = inactive; ? = inconclusive; . = not tested or not shown; & = joins results of further samples; [ ] = dose if it differs, or a comment. Unless noted, calls follow the shape of the dose curve; as a rule, active = well fitted curve in the direction sought with a large enough effect; inconclusive = small, poorly fitted or top-dose-only effect, or another doubt; inactive = no such curve, though single readings can be large; an effect the other way counts as inactive or inconclusive. The order is random (roughly 8.9% active in at least one column).

SMILES,SW480 rerep,HepG2 tox,HT1080NT lethal,HT1080 IDH1KD tx,S2 tox,ATXN2 expr inh,KB-3-1 tox,IL1B secr inh,MCF10A rereplic
O=C(Cc1ccc2c(c1)CCCC2)Nc1ccccc1Br,22%,-59%,-5%,7%,i,18%,-6%,-2,-23%
CCCn1c(SCC(=O)NC(C)(C)C)nnc1-c1ccco1,0%,4%,10%,14%,i,1%,-6%,0,6%
Cc1cc(NC(=O)Cn2cnc3c(nnn3-c3cccc(F)c3)c2=O)no1,-7%[1.84 µM],-5%,-3%,-10%,?,2%,0%,0,6%
O=C(CCn1cnc2ccccc2c1=O)Nc1ccc(Cl)c(Cl)c1,-9%,10%,10%,2%,i,-1%,21%,36,-2%
Cc1ccc(OCCNC(=O)c2ccc3c(c2)OCO3)cc1,-18%,-18%,13%,21%,i,13%,-6%,28,-34%[inhibitor]
Cc1nc2ccccc2n1C(C)c1nc2ccccc2n1CC(=O)c1ccc(OC(F)(F)F)cc1 (stereo unspecified),.,.,-3%,-22%,.,.,0%,-3,.
CCC(C)NC(=O)c1ccc(NC(=O)CC2SC(N3CCCCC3)=NC2=O)cc1 (stereo unspecified),-6%,-4%,0%,-2%,i,.,-10%,-16,-2%
Oc1c(N=NC(=S)Nc2ccccc2F)c2ccccc2n1Cc1ccc(F)cc1,0%,-21%,-15%,-15%,?,-41%,0%,-9,-5%
Cc1cc(C)c2nc(NC(=O)c3ccc4c(c3)OCO4)sc2c1,-15%,1%,12%,-5%,i,-24%,-5%,?,-1%
C/C(=N\NC(=O)c1ccccc1Br)c1ccc(N2CCOCC2)cc1,-21%,-12%,6%,4%,i,2%,19%,-18,3%
COc1ccc(CCNC(=O)C2CCN(C(=O)c3ccc(F)cc3)CC2)cc1,?,-5%,-1%,3%,i,-30%,9%,13,0.65µM*
O=C(CSc1ccc(-c2ccco2)nn1)c1cccc([N+](=O)[O-])c1,-2%,16%,10%,2%,?,-29%,0%,5,7%
COc1ccc(NC(=O)N2CCCc3cccc(C)c32)cc1,-3%,-50%,-8%,-22%,i,.,0%,5,1%
CN(C)CCNc1cc(-c2ccncc2)nc2ccccc12,?,-14%,-5%,-13%,i,?,?,-3,-3%
N#C/C(=C\c1ccccc1)C(=O)NCCN1CCOCC1,-8%,16%,11%,24%,i,2%,21%,-7,0%
O=S(=O)(NCc1cc(-c2ccccc2Cl)no1)c1ccccc1,-8%,-14%,-8%,8%,i,-11%,-2%,25,-1%
CC(Sc1nncs1)C(=O)NC1CCCCC1C (stereo unspecified),0%,7%,-3%,7%,i,16%,-1%,17,3%
CCn1nnnc1SCC(=O)N1CCCCC1,2%,-66%,3%,16%,i,1%,4%,7,1%
Cc1c(NC(=S)NC(=O)c2sc3ccccc3c2Cl)cccc1C(=O)O,2%,-2%,19%,10%,i,.,1%,38,7%
COc1ccccc1-c1ccc(NC2CCCC2)nn1,-7%,5%,22%,16%,i,41%[activator],3%,-26,-4%
O=C1c2cccc3c([N+](=O)[O-])ccc(c23)C(=O)N1c1ccccn1,12µM*,-104%,26µM*,?,.,14µM*,-13%,-114*,4.1µM*
CCN(CC)c1nc(SCCOC(=O)Nc2ccccc2)nc(N(CC)CC)n1,3%,-24%,?,?,i,8%,-17%,-20,9.2µM*
Cc1noc(C)c1NC(=O)Nc1cccc2c1O[C@H](CN(C)S(=O)(=O)c1ccc(F)cc1)[C@@H](C)CN([C@H](C)CO)C2=O,-4%[9.22 µM],-7%,9%,7%,i,8%,11%,5,0%
COCCSc1nnc(NS(=O)(=O)c2ccc(C)cc2)s1,-2%,-3%,-1%,-7%,i,1%,-4%,-9,-1%
CC1(C)S/C(=N/N=C/c2cccs2)NC1=O,0%,-36%,7%,10%,i,15%,-12%,-2,3%
Cc1cc(=O)[nH]c(NN=C2CCC(C(C)(C)C)CC2)n1 (stereo unspecified),1%,-45%,17%,14%,?,.,-20%,13,0%
O=c1[nH]c(=S)c2ncn(-c3ccccc3)c2[nH]1,-6%,-17%,?,21%,i,1%,15%,17,4%
CC1=C2C(CCS2(=O)=O)CC2(C1)C(=O)OC(C)(C)OC2=O (stereo unspecified),-12%,-23%,24%,19%,i,1%,1%,22,5%
COc1ccc(N2CCN(C(=O)c3cc(=O)c4cc(C)ccc4o3)CC2)cc1,-12%,-22%,-1%,-5%,i,-25%,-1%,-6,11%
Nc1cccnc1Sc1cccc(Cl)c1,11%,0%,0%,0%,i,2%,0%,7,?
CC1(NC(=S)NCCCCCCNC(=S)NC2(C)CCS(=O)(=O)C2)CCS(=O)(=O)C1 (stereo unspecified),0%,5%,13%,21%,i,1%,-3%,36,-2%
CC1CC1C(=O)OCC(=O)Nc1cc(S(=O)(=O)N2CCCCC2)ccc1Cl (stereo unspecified),-2%,-1%,-2%,5%,i,-2%,2%,-5,-4%
O=C(CCNC(=O)Cn1ccc2ccccc2c1=O)NCCC1=CCCCC1,-23%,12%,14%,4%,i,.,2%,6,-1%
COc1ccc(C(C)(O)c2nc(-c3cccc(C(F)(F)F)c3)cs2)cc1 (stereo unspecified),.,-98%,?,0%,?,-37%,0%,0,.
COc1ccc(NC(=O)Nc2nnc(Cc3ccccc3)s2)cc1,-17%,0%,?,?,i,3%,-10%,?,0%
Cn1c(CCN2CCN(c3ccccc3)CC2)nc2cc(NC(=O)c3ccco3)ccc21,-9%,-19%,13%,-1%,?,-1%,-7%,-23,11%
COc1ccccc1OCc1nnc(SCC(=O)Nc2ccc(C)cc2)n1C,3%,-13%,6%,8%,i,2%,11%,11,-5%
CC(C)n1nnnc1C1c2ccccc2C(=O)N1CCc1ccccc1F (stereo unspecified),.,.,13%,5%,i,79%[activator],4%,41,.
CCOC(=O)N1CCN(C(=O)CN2C(=O)c3ccccc3S2(=O)=O)CC1,?,12%,13%,11%,?,-1%,10%,11,?
Cn1nc(NC(=O)C2CCC2C(=O)O)c2c(F)cccc21 (stereo unspecified),-6%,25%,-2%,3%,i,.,1%,26,0%
CCCCN(C(=O)CCSc1ccc(F)cc1)c1c(N)n(Cc2ccccc2)c(=O)[nH]c1=O,4%,3%,11%,6%,i,3%,-2%,-11,0%
Nc1nc2nc(-c3ccccc3)cc(=O)n2[nH]1,-1%,2%&-10%,10%,12%,i,-3%&-33%,7%&2%,9,7%
CCSc1nnc(NC(=O)CSc2nnc(Cc3cccn3C)n2CCc2ccccc2)s1,2%,-1%,1%,-9%,i,0%,25%,17,-2%
Cn1c(NC(=O)c2ccccc2NC(=O)C(C)(C)C)nc2ccccc21,20%,-21%,-10%,-14%,?,-29%,?,6,-2%
COc1ccc(S(=O)(=O)Nc2ccccc2N2CCOCC2)cc1[N+](=O)[O-],-7%,9%,5%,-3%,i,-6%,3%,18,-2%
CCCC(=O)Nc1ccc(NC(=O)c2ccccc2OC)cn1,1%,-16%,0%,0%,i,0%,23%,-16,1%
CCOC(=O)c1sc2nc(C)cc(C)c2c1N,?,-16%,0%,-16%,i,33%,-8%,0,18µM*
CN(C)CCCOC(=O)COc1ccc(C(C)(C)C)cc1,1%,1%,2%,-2%,i,-15%,0%,11,-2%
Cc1cccc(-c2nsc(SCC(=O)c3ccc(Cl)cc3)n2)c1,2%,10%,1%,-1%,i,0%,1%,-20,?
OC1CCN(C(=S)Nc2ccc(Oc3ccccc3)cc2)CC1,-12%,-6%,-1%,-9%,?,.,-6%,26,15%
Cc1ccc(C)n1-c1ccc(C(=O)Nc2ccccc2F)cc1,?,0%,5%,1%,i,17%,23%,-87*,4%

Some of these compounds in order of SMILES length, ascending:
SMILES,SW480 rerep,HepG2 tox,HT1080NT lethal,HT1080 IDH1KD tx,S2 tox,ATXN2 expr inh,KB-3-1 tox,IL1B secr inh,MCF10A rereplic
CN(C)CCCOC(=O)COc1ccc(C(C)(C)C)cc1,1%,1%,2%,-2%,i,-15%,0%,11,-2%
COc1ccc(C(C)(O)c2nc(-c3cccc(C(F)(F)F)c3)cs2)cc1 (stereo unspecified),.,-98%,?,0%,?,-37%,0%,0,.
CCSc1nnc(NC(=O)CSc2nnc(Cc3cccn3C)n2CCc2ccccc2)s1,2%,-1%,1%,-9%,i,0%,25%,17,-2%

Full records from above.
`CCCCN(C(=O)CCSc1ccc(F)cc1)c1c(N)n(Cc2ccccc2)c(=O)[nH]c1=O` reads SW480 rerep = 4%; HepG2 tox = 3%; HT1080NT lethal = 11%; HT1080 IDH1KD tx = 6%; S2 tox = i; ATXN2 expr inh = 3%; KB-3-1 tox = -2%; IL1B secr inh = -11; MCF10A rereplic = 0%
`OC1CCN(C(=S)Nc2ccc(Oc3ccccc3)cc2)CC1` reads SW480 rerep = -12%; HepG2 tox = -6%; HT1080NT lethal = -1%; HT1080 IDH1KD tx = -9%; S2 tox = ?; ATXN2 expr inh = .; KB-3-1 tox = -6%; IL1B secr inh = 26; MCF10A rereplic = 15%
`CC(C)n1nnnc1C1c2ccccc2C(=O)N1CCc1ccccc1F` (stereo unspecified) reads SW480 rerep = .; HepG2 tox = .; HT1080NT lethal = 13%; HT1080 IDH1KD tx = 5%; S2 tox = i; ATXN2 expr inh = 79%[activator]; KB-3-1 tox = 4%; IL1B secr inh = 41; MCF10A rereplic = .
